NALP1 inh: NALP1 inhibition | S. cerevisiae NALP1/ASC/caspase-1 growth, X-gal OD620, 72 h | inhibition, % at 10 µM | actives 0.61% (n = 280,000); in the data active = inhibition mostly above about 24%, no sharp cut-off; inactive = mostly below about 32%; also: some compounds called inactive have numbers as strong as hits
HCV NS3 hel inh: blocks Hepatitis C virus NS3 helicase unwinding; NS3 helicase DNA unwinding, Cy5 molecular beacon fluorescence; inhibition, % at 10.9 µM; actives 0.56% (n = 290,000);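 active = inhibition above the mean of all tested compounds plus 3 SD, set per campaign, cut at about 35% in these data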;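 also: 0% = DMSO wells and 100% = thioflavine S control wells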
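Material: hepatitis C virus NS3 helicase domain fragment enzyme; measured by: Cy5 fluorescence, 0 and 60 min reads; control set: DMSO and thioflavine S; incubation: 60 min unwinding reaction at 25 °C after ATP addition; read-out basis: % inhibition from 60/0 min fluorescence ratio, DMSO 0%, thioflavine S 100%; repeats: singlicate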
VIM-2 inhibitor: inhibitors of Pseudomonas aeruginosa VIM-2 metallo-beta-lactamase. purified VIM-2, nitrocefin hydrolysis, epi-absorbance fluorescence. inhibition, % at 5.6 µM. actives 0.89% (n = 290,000);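 active = inhibition above the mean of all tested compounds plus 3 SD, cutoff set per screening run, cut at about 7.5% in these data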;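 also: red hydrolysis product quenches plate fluorescence so inhibitors raise well fluorescence; 0% = enzyme with DMSO and 100% = DMSO without enzyme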
SUMO HTRF inh: SUMOylation inhibition | P63279 | HTRF SUMOylation assay, SAE1/SAE2 + UBC9, in vitro | inhibition, % at 35 µM | actives 0.36% (n = 290,000) | AID 2006; in the data active = inhibition above about 50%, passing the limit was not always enough; also: strong numbers were not always called active
Target sequence (P63279 whole entry, looked up): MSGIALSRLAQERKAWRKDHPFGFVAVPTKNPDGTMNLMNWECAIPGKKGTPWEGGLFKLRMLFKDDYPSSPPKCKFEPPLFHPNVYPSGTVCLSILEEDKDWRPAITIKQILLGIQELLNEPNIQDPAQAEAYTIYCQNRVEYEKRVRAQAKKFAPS
MEKK2 WT-MEK5: raises or lowers MEK5 binding to wildtype human MEKK2 PB1 domain; Q9Y2U5; bead flow cytometry, Alexa488-MEK5 binding to MEKK2 WT; actives lie on both sides; binding response (% of control), % at 10 µM; actives 1.1% (n = 290,000); in the data active = binding response below about 67% or above about 130%
IMP-1 inh: inhibitors of Pseudomonas aeruginosa IMP-1 metallo-beta-lactamase; purified IMP-1, nitrocefin hydrolysis, epi-absorbance fluorescence; inhibition, % at 5.6 µM; actives 0.45% (n = 290,000);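 active = inhibition above the mean plus 3 SD of all compounds in the same screening run, cut at about 4.5% in these data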;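 also: 0% = IMP-1 with DMSO and 100% = DMSO wells lacking enzyme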
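System: purified recombinant IMP-1 beta-lactamase. Medium: Zinc- and detergent-supplemented HEPES buffer, pH 7.1. Compound: one 5.6 µM dose […]. Schedule: 15 min preincubation plus 25 min reaction at 25 °C. Technique: Epi-absorbance fluorescence, 480 nm excitation, 530 nm emission.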
M18AAP inhibitor: blocks P. falciparum M18 aspartyl aminopeptidase. recombinant PfM18AAP, H-Glu-NHMec fluorogenic cleavage. inhibition, % at 7.35 µM. actives 1.2% (n = 290,000);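 active = inhibition above the campaign mean inhibition over all tested compounds plus 3 SD, cut at about 28% in these data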;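 also: 0% = plate median of test compound wells and 100% = 2 mM ZnCl2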
FID counter: fluorescent intercalator displacement, NS3 helicase counter-screen. DNA fluorescent intercalator displacement, fluorescence. inhibition, % at 7.9 µM. actives 0.17% (n = 290,000); in the data active = inhibition above about 37%;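 also: 0% = vehicle and 100% = reference compound; higher means more ethidium bromide displaced from hairpin DNA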
MEKK2mut PB1 HTS: signal of MEK5 binding to mutant human MEKK2 PB1 domain; bead flow cytometry, Alexa488-MEK5 binding to MEKK2 mutant; percent response, % at 10 µM; actives 0.35% (n = 290,000); AID 1530; in the data active = percent response above about 24%, passing the limit was not always enough; also: inactives centre near 1; some results filed as inactive read as strong as hits
Starred values were filed as active, the others as inactive; nt = no result given. Random draw from the library; overall some 4.7% were active at least once.

Values run as follows: FID counter | M18AAP inhibitor | MEKK2 WT-MEK5 | MEKK2mut PB1 HTS | IMP-1 inh | NALP1 inh | SUMO HTRF inh | VIM-2 inhibitor | HCV NS3 hel inh
1	Cc1cc(C)n(CCC(=O)N2CCCC(Nc3ccc(F)cc3)C2)n1 (stereo not drawn)
 : -16 | 3 | 106 | 6 | -1.4 | 6 | 10 | -2.0 | 3
2	CCn1c(=O)cc(OCC(=O)NC(C)c2ccc3c(c2)OCCO3)c2ccccc21 (stereo not drawn)
 : -30 | 8 | 98 | -1 | -3.0 | -10 | 14 | -5.2 | -1
3	COCCNCC(=O)Nc1ccc(OC(F)(F)F)cc1
 : 0 | -5 | 112 | 1 | -0.2 | -3 | 10 | -1.6 | -10
4	CCCN(CC1CC1)C(=O)Nc1ccccc1C
 : -3 | -2 | 97 | -6 | -3.4 | -3 | 18 | 0.6 | -11
5	O=C(N/N=C/c1cccc([N+](=O)[O-])c1)C1CC(=O)N(c2ccc(Cl)cc2)C1 (stereo not drawn)
 : 5 | 8 | 97 | 3 | -3.6 | -11 | 3 | -2.2 | 10
6	Cc1nn(C(C)C(=O)Nc2ccc3c(c2)OCO3)c(C)c1[N+](=O)[O-] (stereo not drawn)
 : 2 | 4 | 86 | -11 | -1.3 | -2 | 9 | -1.1 | 12
7	CCCOC(=O)/C(C(N)=NCc1ccccc1)=C(\O)OCCC
 : -20 | 5 | 78 | -19 | -2.0 | 32 | -26 | -2.2 | -14
8	CC(=O)c1ccc(N2CCN(C(=O)c3cc4c(s3)CCCC4)CC2)cc1
 : -36 | 0 | 104 | 2 | -3.0 | 17 | 11 | -2.0 | 5
9	COc1ccc(C(=O)Nc2ccc(S(=O)(=O)NC(C)=O)cc2)cc1[N+](=O)[O-]
 : -2 | 19 | 88 | -5 | -1.5 | 2 | 19 | 1.2 | 8
10	O=C(NC1=NCCS1)c1cc(-c2cccnc2)nc2ccccc12
 : -12 | -4 | 97 | -1 | -1.5 | 8 | 14 | -1.7 | 2
11	Cn1c(=O)c2sc3c(c2n(CC(=O)Nc2ccccc2)c1=O)COC(C)(C)C3
 : -20 | 1 | 104 | 0 | 0.8 | 4 | 1 | 0.0 | -1
12	S=C(Nc1ccc(Cl)cc1Cl)Nn1cnnc1
 : 3 | 79* | 101 | 10 | -0.9 | 36 | -2 | -0.9 | -5
13	Cc1cc(C2=CC(C)(c3cc(C)oc3C)Nc3nc(C(F)(F)F)nn32)c(C)o1 (stereo not drawn)
 : -9 | -16 | 93 | -4 | -3.5 | 12 | -4 | -1.1 | 14
14	Cc1ccc(C(=O)NC(NCc2ccco2)C(Cl)(Cl)Cl)cc1 (stereo not drawn)
 : 0 | 5 | 103 | -1 | -0.6 | 16 | 24 | -2.3 | 0
15	CC(=O)N1CC[n+]2c(-c3ccc(Cl)cc3)csc21
 : -11 | 39* | 100 | -2 | -2.3 | 43 | 10 | -0.6 | -7
16	O=C(c1ccc(F)cc1)N1CCN(S(=O)(=O)c2ccc(Br)cc2)CC1
 : -46 | -16 | 95 | -7 | 0.8 | 23 | 7 | 1.1 | -8
17	Cc1ccc(CS(=O)(=O)CCC(=O)NCCN2CCCC2)cc1
 : 4 | -1 | 104 | 6 | 2.2 | 1 | 8 | -0.6 | 1
18	COC(=O)c1cc2occc2n1CC(=O)N(C)C1CCCCC1
 : -14 | 16 | 107 | 4 | -1.4 | 19 | 6 | -0.1 | 32
19	CNS(=O)(=O)c1cccc(C(=O)OCC(=O)N2c3ccccc3CC2C)c1 (stereo not drawn)
 : -19 | 2 | 107 | 4 | -3.1 | 9 | -2 | -6.0 | 1
20	CSc1nc2ccc(NC(=O)C3CC(=O)N(Cc4ccccc4)C3)cc2s1 (stereo not drawn)
 : -17 | -2 | 107 | 6 | -2.7 | -5 | 10 | 0.1 | -5

Entries above that bear a hit mark in M18AAP inhibitor:
no.	compound	M18AAP inhibitor	MEKK2 WT-MEK5	MEKK2mut PB1 HTS	IMP-1 inh	NALP1 inh	SUMO HTRF inh	VIM-2 inhibitor	HCV NS3 hel inh
12	S=C(Nc1ccc(Cl)cc1Cl)Nn1cnnc1	79*	101	10	-0.9	36	-2	-0.9	-5
15	CC(=O)N1CC[n+]2c(-c3ccc(Cl)cc3)csc21	39*	100	-2	-2.3	43	10	-0.6	-7

Later entries.
Values run as follows: FID counter | M18AAP inhibitor | MEKK2 WT-MEK5 | MEKK2mut PB1 HTS | IMP-1 inh | NALP1 inh | SUMO HTRF inh | VIM-2 inhibitor | HCV NS3 hel inh
21	Cc1ccnc(N2CCC(C(=O)NCc3ccccc3F)CC2)n1
 : 1 | 5 | 86 | -9 | -3.4 | -3 | -1 | -3.7 | 5
22	COc1ccc(NC(=O)CSc2ccc3nnc(CCNC(=O)c4ccccc4)n3n2)cc1OC
 : -29 | -3 | 100 | -3 | -0.6 | 14 | 14 | 0.8 | 4
23	C#CCOCCOCCOCCNc1nc(N2CCN(C(=O)[C@H]([C@@H](C)O)n3cc(CCCCN)nn3)CC2)nc(N2CCN(C(=O)[C@H](C)n3cc(CCCN=C(N)N)nn3)CC2)n1
 : 17 | -2 | 98 | 5 | -0.2 | 6 | 13 | -2.3 | -65
24	Cc1cc(C)c2c(NC(=O)CCl)nn(C)c2n1
 : 11 | -5 | 100 | -2 | -4.0 | 12 | 22 | -4.3 | 11
25	O=C(/C=C/c1ccccc1)Nc1sc2c(c1C(=O)O)CCC2
 : -18 | 11 | 105 | 11 | -1.5 | -14 | -2 | -1.8 | 27
26	COc1ccc(/C=C/C(=O)NCC(=O)N/N=C(\C)Cc2ccccc2)cc1
 : -22 | 3 | 100 | -4 | -3.7 | -10 | 8 | -3.6 | -16
27	Cc1cc(C)c(S(=O)(=O)NCCC2CCCN2C)c(C)c1 (stereo not drawn)
 : 18 | 10 | 105 | 8 | -2.0 | 10 | 18 | -2.7 | 1
28	CC(C)=CCN1CCN(Cc2ccc(C)s2)CC1CCO (stereo not drawn)
 : 1 | -5 | 96 | -2 | 0.3 | 19 | 7 | -0.9 | 9
29	O=C(c1ccc(F)cc1)N(c1ccccn1)C1CCCCC1
 : -10 | 2 | 102 | 3 | -5.2 | 5 | -3 | -4.9 | 1
30	CC(C)=CC(=O)OCC(=O)Nc1cc(C)cc(C)c1
 : -8 | 2 | 102 | 5 | -1.8 | 14 | 2 | -2.9 | -1
31	Cc1cccc(C)c1NC(=O)CSc1nnc(C)n1CC1CCCO1 (stereo not drawn)
 : 3 | -2 | 84 | -9 | 0.5 | 12 | 1 | -1.7 | -1
32	CC(C)C(NS(=O)(=O)c1ccccc1)C(=O)NC1CCCC1 (stereo not drawn)
 : -1 | 0 | 99 | -3 | -0.1 | -8 | -10 | -0.6 | -5
33	COc1cc(SC)ccc1C(=O)Nc1cccc(C2OCCCO2)c1
 : -31 | -11 | 94 | -8 | 1.5 | 6 | 7 | 2.2 | 5
34	Cc1cc(=O)[nH]c(N2CCN(c3ccc(Cl)cc3)CC2)n1
 : -10 | -3 | 107 | 3 | 0.4 | nt | nt | -1.2 | 9
35	CNC(=O)CNC(=O)Nc1ccc(C)cc1
 : -2 | 6 | 96 | 1 | -4.5 | 3 | 7 | -3.0 | 3
36	CCn1cc(C(=O)NC(=S)Nc2ccccc2[N+](=O)[O-])cn1
 : -3 | 17 | 93 | -7 | -0.3 | -6 | 0 | 0.6 | -1
37	NNC(=O)CS(=O)(=O)CS(=O)(=O)CC(=O)NN
 : -18 | 1 | nt | nt | -2.5 | 1 | 16 | -1.8 | 0
38	COc1cc(OC)cc(-c2cc3nc4c(c(N5CCN(c6ncccn6)CC5)n3n2)CCCC4)c1
 : 3 | -1 | 109 | 3 | -1.7 | 17 | 7 | -0.2 | -8
39	O=C(NNC(=S)Nc1ccc(Cl)cc1)c1cccs1
 : 3 | 8 | 82 | -10 | -2.4 | -22 | -9 | -1.5 | 2
40	COc1cccc(/C=C(\CC(=O)O)c2nc3ccccc3s2)c1
 : -36 | -6 | 102 | 4 | -1.9 | 4 | 16 | 2.9 | 3

The listing continues.
Values run as follows: FID counter | M18AAP inhibitor | MEKK2 WT-MEK5 | MEKK2mut PB1 HTS | IMP-1 inh | NALP1 inh | SUMO HTRF inh | VIM-2 inhibitor | HCV NS3 hel inh
41	CCOc1ccccc1-n1c(SCC(=O)Nc2ccccc2C(=O)O)nc2ccccc2c1=O
 : -7 | -1 | 102 | 1 | -1.8 | 12 | 10 | -1.0 | 17
42	COc1ccccc1NC(=O)CSc1nc(O)cc(=O)n1C
 : -22 | 0 | 98 | 3 | -2.3 | 14 | -8 | -3.1 | 6
43	Cc1cccc(C)c1NC(=O)CSc1nnnn1-c1ccc(C(=O)O)cc1
 : -6 | 1 | 102 | -1 | -3.5 | 8 | 13 | -2.4 | 6
44	COc1cccc(N2CCN(C(=O)C3CCC(=O)N(C4CCCCCC4)C3)CC2)c1 (stereo not drawn)
 : -57 | -8 | 104 | 1 | 0.2 | 15 | 17 | -0.6 | 0
45	O=Nc1c(-c2ccccc2)[nH]n(-c2ccccc2)c1=O
 : -1 | -6 | 106 | 2 | 0.8 | -4 | -8 | -0.9 | 29
46	COc1ccc([N+](=O)[O-])cc1NC(=O)CC(c1ccccc1)c1ccccc1
 : 7 | 0 | 101 | -1 | -4.4 | 21 | -20 | -3.9 | -7
47	CCOc1ccccc1NC(=O)CSc1n[nH]c(=O)n1-c1ccccc1
 : -15 | 0 | 107 | 4 | -1.3 | nt | nt | -0.1 | 5
48	CCOCCCNC(=O)Cc1c(C(=O)O)[nH]c2ccc(Cl)cc12
 : -9 | -5 | 104 | 8 | -3.0 | 7 | 0 | -2.8 | 7
49	CCn1cc(/C=C/C(=O)Nc2c(C)nn(Cc3ccccc3)c2C)cn1
 : -25 | -4 | 90 | -3 | -1.6 | 14 | -4 | -2.3 | 6
50	Cc1cc2c(NC(=O)Nc3ccccc3)cccc2nn1
 : -3 | 8 | 105 | 3 | -3.1 | 1 | 86 | -1.1 | 7
51	CCN(CC)S(=O)(=O)c1ccc(N2CCN(S(=O)(=O)c3ccccc3)CC2)nc1
 : -33 | 5 | 99 | 2 | 1.2 | -3 | 0 | -3.2 | 4
52	Cn1cnc([N+](=O)[O-])c1NCc1ccccc1
 : -3 | -9 | 98 | 8 | -1.1 | 6 | 10 | -1.7 | -3
53	O=C(Cn1cc2c(n1)CCCC2)Nc1ccccc1Br
 : -11 | -7 | 96 | -1 | -1.4 | 34 | -1 | -2.5 | -2
54	Cc1nonc1OC(C)CNCCNc1ccc([N+](=O)[O-])cc1 (stereo not drawn)
 : 5 | 0 | 99 | -1 | 0.0 | 28 | 14 | -1.8 | 1
55	CCN(CC)S(=O)(=O)c1ccc(OC)c(NC(=O)C(C)Oc2ccc3c(C)cc(=O)oc3c2)c1 (stereo not drawn)
 : -31 | 6 | 107 | 0 | -2.3 | 7 | -14 | -1.4 | -9
56	CN1C(=O)C2(OCCCO2)c2cc(Cl)ccc21
 : -2 | 1 | 109 | 1 | -1.3 | nt | 0 | -0.1 | 8
57	Cc1cc(C)nc(N2N=C(CSc3ccc(Cl)cc3)CC2=O)n1
 : -4 | 1 | 102 | 2 | -3.7 | 7 | -55 | -1.9 | -4
58	Cc1ccc(-c2nn(-c3ccccc3)cc2/C=C/C(=O)Nc2nccs2)cc1
 : 3 | -2 | 101 | 7 | -3.2 | 24 | -2 | -2.0 | 0

From PubChem BioAssay
